Wnt bcat act = activators of Wnt/beta-catenin signaling | Wnt/beta-catenin reporter cell assay, activator, plate reader | activation, % at 9.35 µM | actives 1.2% (n = 300,000) | AID 743398; in the data active = activation above about 30%, passing the limit was not always enough;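 note: 0% = neutral control wells and 100% = positive control wells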
phage Ecoli inh = E. coli growth loss with phage present. growth absorbance. actives 0.26% (n = 360,000). inhibition, % at 11.9 µM; in the data active = inhibition above about 11%
Active calls of the source: *. Not all compounds are listed; rates above refer to the full screens.

SMILES	Wnt bcat act	phage Ecoli inh
COc1ccc(C(C)(O)c2nc(-c3ccc(C)c(C)c3)cs2)cc1 (stereo not drawn)	-6	3.9
Cc1ccc(C)c(NC(=O)C2(C)CCN2C(=O)C(C)C)c1 (stereo not drawn)	2	0.1
Cc1ccc(S(=O)(=O)N2[C@@H](Cc3ccccc3)CO[C@H]2CC(=O)OCc2ccccc2)cc1	-2	2.0
O=C(OCc1ccccc1)N1CCCC2CC1c1ccccc12 (stereo not drawn)	2	2.6
Cc1cc2nc(-c3ccc(Cl)cc3)c(CC(C)(C)C)n2c(C)c1Br	-6	4.9
NC(=O)c1cccc(-c2ccnc3c2CC(C(=O)NCc2cccc(Cl)c2)O3)c1 (stereo not drawn)	0	2.5
CC(C)(C)c1ccc(S(=O)(=O)NC(=O)C2(C)CCN2C(=O)CC2CCCC2)cc1 (stereo not drawn)	-1	1.6
COc1ccc(CN2C(=O)C(CC(=O)NCCN3CCOCC3)CC(C(=O)N3CCOCC3)=C2C)cc1 (stereo not drawn)	-1	2.4
CN1C(=O)c2ccccc2CC12c1ccccc1C(=O)N2C (stereo not drawn)	-2	4.6
CN1CCn2cnc(C(=O)NCC(=O)OC(C)(C)C)c2C1=O	-1	3.7
CC(C)NC(=O)N(C)C[C@H]1OCc2cn(nn2)CCCC(=O)N([C@H](C)CO)C[C@@H]1C	0	3.8
Cc1ccc(F)cc1C(=O)N1CCCC(c2cc(C(=O)Nc3ccccc3)no2)C1 (stereo not drawn)	22	1.4
CCOC(=O)[C@]12CCC=C1N(Cc1ccc3c(c1)OCO3)C(=O)[C@H](CC(=O)NCc1ccccc1)C2	0	0.4
O=C1[C@@H]2[C@H](C(=O)N1C[C@@H](COCc1ccccc1)Oc1cccc3c1S(=O)(=O)N(CCc1ccc(F)cc1)C[C@H](COCc1ccccc1)O3)[C@@H]1C=C[C@H]2C1	-4	0.6
COC(=O)C1=C(C)N(Cc2ccccc2C(F)(F)F)C(=NCc2ccc3c(c2)OCO3)NC1c1cccc(Cl)c1 (stereo not drawn)	7	1.7
COc1ccccc1CNC(=O)C1(C)CCN1C(=O)C1(c2ccccc2)CC1 (stereo not drawn)	-2	1.6
CCCNC(=O)C1(C)CCN(C(=O)c2cccc(Cl)c2)C1 (stereo not drawn)	3	0.1
COC1=CC(=O)OC(c2cccc(C#N)c2)C1 (stereo not drawn)	0	2.5
CCCN(C)C[C@@H]1OCCCC[C@@H](C)Oc2ccc(NC(=O)c3ccccc3)cc2C(=O)N([C@H](C)CO)C[C@@H]1C	-5	1.6
COc1ccc(-c2nc3ccc(C)cn3c2Cc2ccccc2C(F)(F)F)cc1OC	-2	-0.6
OC(c1ccccc1)(c1nc(-c2ccccc2)cs1)C(F)(F)F (stereo not drawn)	-3	1.7
O=C(Nc1ccccc1)c1cc(C2CCCCN2C(=O)CCc2ccccc2)on1 (stereo not drawn)	0	3.4
Cc1cc(C)cc(CC(=O)N2CCC2(C)C(=O)NS(=O)(=O)c2cccc(OC(F)F)c2)c1 (stereo not drawn)	-2	1.9
COc1ccc(Br)cc1C=NNS(=O)(=O)c1ccc(C)cc1	-6	3.0
CCNC(=O)C1(C)CCCN(Cc2ccc3ccccc3c2Br)C1 (stereo not drawn)	3	3.0
OC[C@H]1O[C@@H](c2nc(-c3nc(-c4ccc(F)cc4)no3)cs2)[C@H](O)[C@@H]1O	61*	0.8
C[C@@H]1Cn2cnc(C(=O)N[C@@H](C)C(=O)OC(C)(C)C)c2C(=O)N1	-5	3.7
COc1cc2c(c(OC)c1OC)-c1ccc(NCc3ccccc3)c(=O)cc1C(NC(C)=O)CC2 (stereo not drawn)	0	1.6
CN(Cc1ccccn1)C(=O)c1cc(COc2ccc(F)cc2Cl)on1	-8	3.2
CCn1cc(/C=C(\NC(=O)c2ccccc2OC)C(=O)NCCN2CCOCC2)c2ccccc21	-1	0.5
COc1ccc(-c2ccc(C(=O)NCc3ccccc3)c3occc23)c(C)c1	10	2.4
O=C(C(O)c1ccccc1)N1CCN(S(=O)(=O)c2ccc(OC(F)(F)F)cc2)CC1 (stereo not drawn)	-2	1.7
COc1ccc(CNC(=O)CCCn2c(=O)c3cccn3c3cccnc32)cc1	5	3.5
COCCC(=O)N1CCOCC1c1cc(C(=O)Nc2ccccc2)no1 (stereo not drawn)	-2	1.9
S=C1NCCN1c1ccc(Cl)cc1	0	3.8
CCc1cccc(C)c1NC(=O)COC(=O)Cc1ccccc1	-1	0.8
Cc1cc(Br)cn2c(Cc3ccccc3C(F)(F)F)c(-c3ccc(F)cc3)nc12	-2	1.7
FC(F)(F)c1ccc(-c2cccc3c2C2CC3CCN2C(=S)NCCc2ccccc2)cc1 (stereo not drawn)	-3	2.8
CCOC(=O)C1CCCN(C(=O)c2cc(F)ccc2C)CC1 (stereo not drawn)	0	1.8
Clc1cccc(Cc2c(C3CCCCC3)nc3c4ccccc4ccn23)c1	-1	0.6
CC(=O)NC(c1ccccc1)c1nc(-c2ccc3ccccc3c2)cs1 (stereo not drawn)	-1	2.2
CSc1ccc(CN2CCC(C)(Oc3ccc(C(C)=O)cc3)C2)cc1 (stereo not drawn)	-3	0.5
NC(COCc1ccccc1)c1csc(Nc2nncc3ccccc23)n1 (stereo not drawn)	6	-2.5
CC1(C(=O)NS(=O)(=O)c2cccc(OC(F)F)c2)CCN1C(=O)CC1CCCC1 (stereo not drawn)	0	1.2
CCCCNC(=O)C[C@@H]1C[C@@]2(C(=O)OC)CC(C)(C)CC=C2N(Cc2ccccc2)C1=O	-2	1.4

Ordered by molecular weight (high to low): part of the list above
SMILES	Wnt bcat act	phage Ecoli inh
CCn1cc(/C=C(\NC(=O)c2ccccc2OC)C(=O)NCCN2CCOCC2)c2ccccc21	-1	0.5
FC(F)(F)c1ccc(-c2cccc3c2C2CC3CCN2C(=S)NCCc2ccccc2)cc1 (stereo not drawn)	-3	2.8
O=C(C(O)c1ccccc1)N1CCN(S(=O)(=O)c2ccc(OC(F)(F)F)cc2)CC1 (stereo not drawn)	-2	1.7
CCCCNC(=O)C[C@@H]1C[C@@]2(C(=O)OC)CC(C)(C)CC=C2N(Cc2ccccc2)C1=O	-2	1.4
CC1(C(=O)NS(=O)(=O)c2cccc(OC(F)F)c2)CCN1C(=O)CC1CCCC1 (stereo not drawn)	0	1.2
COc1ccc(CNC(=O)CCCn2c(=O)c3cccn3c3cccnc32)cc1	5	3.5
NC(COCc1ccccc1)c1csc(Nc2nncc3ccccc23)n1 (stereo not drawn)	6	-2.5
Clc1cccc(Cc2c(C3CCCCC3)nc3c4ccccc4ccn23)c1	-1	0.6
COCCC(=O)N1CCOCC1c1cc(C(=O)Nc2ccccc2)no1 (stereo not drawn)	-2	1.9
CC(=O)NC(c1ccccc1)c1nc(-c2ccc3ccccc3c2)cs1 (stereo not drawn)	-1	2.2
CSc1ccc(CN2CCC(C)(Oc3ccc(C(C)=O)cc3)C2)cc1 (stereo not drawn)	-3	0.5
CCc1cccc(C)c1NC(=O)COC(=O)Cc1ccccc1	-1	0.8
S=C1NCCN1c1ccc(Cl)cc1	0	3.8

(cont.)
SMILES	Wnt bcat act	phage Ecoli inh
COc1ccccc1-c1cc2nc(NCc3cccc(Cl)c3)ccn2n1	-2	0.9
CCOC(=O)C1CCCN(C(=O)c2ccccc2)CC1 (stereo not drawn)	-2	1.8
CCCCc1c(-c2ccccc2OC)ncn1CCc1cccc(Cl)c1	-6	-0.9
COc1ccc([N+](=O)[O-])cc1N(CC(O)CN1C(=O)NC(C)(C)C1=O)S(=O)(=O)c1ccc(C)cc1 (stereo not drawn)	1	1.3
CCOC(=O)N1CCN(S(=O)(=O)N2CCCC(C(=O)NCc3cc(OC)ccc3OC)C2)CC1 (stereo not drawn)	-1	2.5
O=S(=O)(NCc1ccc(Cl)c(Cl)c1)c1cc(Cl)ccc1N1CC[C@@H](O)C1	-1	2.4
NC(=O)c1ncn([C@@H]2O[C@H](C(=O)N3CCN(Cc4ccccn4)CC3)[C@@H](O)[C@H]2O)n1	-1	2.2
Cc1ccccc1C(=O)NC1CC2CCCC(C1)N2Cc1ccccc1Cl (stereo not drawn)	-1	1.6
CN(C)c1ccc(C=C2C=C(c3ccccc3)OC2=O)cc1	-6	4.2
O=C1NC[C@H](CCCCN2CCN(Cc3ccccc3)C(=O)C2=O)N(CCC2CCCCC2)C1=O	0	2.3
O=C1NC[C@@H](CCCCN2C[C@H](Cc3ccc(O)cc3)N(CCc3ccccc3)C(=O)C2=O)N(Cc2ccccc2)C1=O	-5	4.7
COC(=O)/C=C1\OCc2cc(OC)c(OCc3ccccc3)cc21	-2	3.8
O=C(O)c1cc([N+](=O)[O-])ccc1-c1ccc([N+](=O)[O-])cc1C(=O)O	-2	1.3
CNC(=O)C1CN(C(=O)c2nn(Cc3ccccc3)c(=O)c3ccccc23)c2ccccc2O1 (stereo not drawn)	0	1.6
Cc1oc(-c2ccccc2)nc1C(=O)OCC(=O)NCc1ccc(F)cc1	-1	0.8
COc1ccc(N2CCN(C(=O)C(=O)c3cn(CC(=O)N4CCCC4)c4ccccc34)CC2)cc1	0	0.5
COc1cccc(CNC(=O)[C@H]2CCCN2C(=O)[C@H]2CCCN2C(=O)c2cccc(Cl)c2)c1	3	2.2
CCOC(=O)c1ccc(NC(=O)c2ncn3c2C(=O)N[C@H](C)C3)cc1	-3	-0.2
O=c1[nH][nH]c2c1[C@H](c1ccccc1)O[C@H](C1CCCCC1)C2	-1	5.1
CCC(CC)C(C(=O)NCc1ccccc1)N1CCN(C(=O)C2CCCO2)CC1 (stereo not drawn)	1	3.6
CCCCNc1ccc2c(c1)OC[C@H](Cc1ccccc1)NS2(=O)=O	1	2.2
COc1ccc(CCNC(=O)Nc2nnc([C@@H]3C[C@H](O)[C@@H](CO)O3)s2)cc1OC	-2	1.3
CC(=O)Nc1cc(-c2ccccc2CN(C)C)cn2c(-c3ccc(F)c(Cl)c3)cnc12	5	1.0
CCOc1ccc(-c2cc(C(=O)Nc3cccc(C(F)(F)F)c3)[nH]n2)c(C)c1	-1	4.7
c1ccc(COc2ccc(-c3cc4nc(NCc5ccc6c(c5)OCO6)ccn4n3)cc2)cc1	6	0.8
COC(=O)c1cn(CC(C)n2c(=O)c3ccccc3n2Cc2cc(C(C)C)no2)nn1 (stereo not drawn)	-2	0.9
CC(C)(C)n1nnnc1C(c1ccnc2ccccc12)N1CCN(C/C=C/c2ccccc2)CC1 (stereo not drawn)	-1	-0.2
CCCC[C@@H]1CNC(=O)C(=O)N1CCCCC1CCCCC1	-1	3.5
Cc1ccc(N2CC(C(=O)NC3CCCCCC3)CC2=O)cc1 (stereo not drawn)	2	3.0
CC(C)C[C@H]1CN(CCCC[C@H]2CNC(=O)C(=O)N2CC2CCCCC2)C(=O)C(=O)N1Cc1ccccc1	-1	2.1
CC(C)CNC(=O)C1(C)CCCCCN1C(=O)c1cc(C#N)cs1 (stereo not drawn)	1	2.5
Cc1cccc(C(O)c2ncc(-c3ccccc3Cl)[nH]2)c1C (stereo not drawn)	-3	-1.5
COc1c(Cl)cc(C(=O)Nc2cccnc2)cc1Cl	0	4.2
CCC(=O)N(C)C[C@H]1Oc2cc(Br)ccc2S(=O)(=O)N([C@@H](C)CO)C[C@H]1C	1	3.4
CN1OC[C@@H]2CN3C(=O)N(c4ccccc4)c4ccccc4[C@@H]3C[C@@H]21	-3	5.6
CCCCn1nnnc1C(c1ccccc1)N1CCN(c2cccc(C(F)(F)F)n2)CC1 (stereo not drawn)	-4	0.6
O=C(O)Cc1cccc2c(=O)cc(-c3ccccc3)oc12	-1	1.2
CCCCN1C(=O)C(CC(=O)NC2CC2)CC(C(=O)N2CCOCC2)=C1C (stereo not drawn)	-1	2.3
COc1cc(OC)c(NS(=O)(=O)c2cc(C(=O)NCCCN3CCOCC3)ccc2C)cc1Cl	-3	2.3
C#CC(c1ccccc1)(c1ccccc1)n1ccnc1	-1	2.3
COc1cc(/C=C2/SC(=S)N(CCC(=O)N3CCN(C)CC3)C2=O)cc(OC)c1OC	-6	2.9
CNC[C@H]1Oc2cc(Br)ccc2S(=O)(=O)N([C@H](C)CO)C[C@H]1C	-1	2.9
CC(C)(C)C(=O)c1c(N)[nH]c(C(=O)c2ccccc2)c1-c1ccc(Cl)cc1	-2	2.6
COc1ncnc2c1ncn2CCCN[C@H](C)c1cccc2ccccc12	-2	1.8
C[C@H](NC(=O)c1nc[nH]c1C(=O)N(C)CCO)c1ccccc1	-1	-0.2
Cc1ccc2nc(-c3ccc(C#N)cc3)c(Cc3ccccn3)n2c1	3	-1.9
CCCCNC(=O)C1C(c2ccccc2)=Nc2ccccc2N1C(=O)c1ccc(C(F)(F)F)cc1 (stereo not drawn)	0	3.8
Cn1cc(CCOCc2ccccc2)c2ccccc21	9	0.2
COC(=O)c1sccc1S(=O)(=O)Nc1ccc(C(O)(C(F)(F)F)C(F)(F)F)cc1	0	0.9
Nc1ccn([C@@H]2O[C@H](CNCc3ccc(OCC(=O)Nc4nccs4)cc3)[C@@H](O)[C@H]2O)c(=O)n1	-4	2.7
COc1ccccc1OCC(=O)NCC1CCCN(C(=O)c2cccc(C)c2)C1 (stereo not drawn)	-3	1.6
CCC(=O)[C@@H](C)[C@@H](OC(C)=O)[C@H](C)C[C@@H](C)[C@H]1OC(=O)C[C@@]2(O)CC=C(C)C(O2)C(C)=CCCC[C@H](O[C@H]2C[C@@H](OC(N)=O)[C@H](OC(C)=O)[C@@H](C)O2)C=C[C@H](C)C[C@H]1C	-6	-0.6
O=C(C[C@H]1CC[C@@H](NS(=O)(=O)c2ccccc2)[C@@H](CO)O1)NCc1ccc(Cl)c(Cl)c1	-6	3.3
CCCC(=O)N1CCCC1(C)C(=O)NCc1ccc(F)cc1Cl (stereo not drawn)	-1	2.6
OC(c1cccc(Cl)c1)c1nc(-c2cc3ccccc3o2)cs1 (stereo not drawn)	2	2.9
O=C(C[C@H]1CC[C@@H]2[C@H](COC[C@H](O)CN2Cc2nccs2)O1)NCc1ccccc1Cl	-2	0.8
